Screening results as filed in PubChem.
TEAD-YAP block – TEAD-YAP interaction inhibition, primary screen, TEAD-YAP interaction inhibitor project, luminescence, HEK-TIYL cells | TEAD-Gal4/YAP UAS-luciferase luminescence | inhibition, % at 9.12 µM | actives 1.4% (n = 640,000) | AID 1259422, 2018; in the data active = inhibition above about 32%;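 also: 0% = median of test compound wells and 100% = reference inhibitor wells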
FBW7 activator – FBW7 E3 ligase activators, primary screen, biochemical, AlphaScreen, human; actives 0.13% (n = 650,000); AlphaScreen FBW7–phospho-cyclin E peptide binding, activator screen; F-box/WD repeat-containing protein 7 (Homo sapiens), Q969H0; normalized activity (activation), % at 26.1 µM; AID 1259310, 2017; in the data active = normalized activity above about 1.9%;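 also: purified mutant Fbw7 with reduced substrate affinity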
MITF primary – MITF inhibitors, primary screen, biochemical, AlphaScreen, human; Microphthalmia-associated transcription factor (Homo sapiens), O75030; AlphaScreen MITF homodimerization, bead proximity signal; inhibition, % at 2.6 µM; actives 0.91% (n = 650,000); AID 1259374, 2018; in the data active = inhibition above about 50%;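 also: 0% = vehicle wells with protein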
Target sequence (O75030 whole entry, looked up): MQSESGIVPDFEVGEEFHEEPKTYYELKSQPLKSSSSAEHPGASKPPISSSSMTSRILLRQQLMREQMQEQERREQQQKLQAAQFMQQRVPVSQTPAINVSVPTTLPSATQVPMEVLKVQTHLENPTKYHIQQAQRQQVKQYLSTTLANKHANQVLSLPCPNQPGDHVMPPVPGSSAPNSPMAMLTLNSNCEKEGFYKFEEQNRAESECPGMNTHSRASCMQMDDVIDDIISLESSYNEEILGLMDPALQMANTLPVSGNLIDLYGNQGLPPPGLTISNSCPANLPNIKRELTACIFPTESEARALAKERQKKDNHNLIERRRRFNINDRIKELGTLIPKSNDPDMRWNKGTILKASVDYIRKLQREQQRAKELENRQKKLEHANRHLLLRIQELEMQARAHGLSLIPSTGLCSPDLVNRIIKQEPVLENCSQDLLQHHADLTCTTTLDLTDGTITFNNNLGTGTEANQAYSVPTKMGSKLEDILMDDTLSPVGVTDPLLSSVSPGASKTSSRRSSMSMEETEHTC
GPR151 activ – activators of human GPR151, primary screen, cell-based, PathHunter beta-arrestin, luminescence; PathHunter beta-arrestin GPR151 cells; G-protein coupled receptor 151 (Homo sapiens), Q8TDV0; actives 1% (n = 650,000); AID 1508602, 2020; activation, % at 11.2 µM; in the data active = activation above about 4.9%;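 also: 0% = median of compound wells and 100% = cells with positive control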
Target sequence (Q8TDV0 whole entry, looked up): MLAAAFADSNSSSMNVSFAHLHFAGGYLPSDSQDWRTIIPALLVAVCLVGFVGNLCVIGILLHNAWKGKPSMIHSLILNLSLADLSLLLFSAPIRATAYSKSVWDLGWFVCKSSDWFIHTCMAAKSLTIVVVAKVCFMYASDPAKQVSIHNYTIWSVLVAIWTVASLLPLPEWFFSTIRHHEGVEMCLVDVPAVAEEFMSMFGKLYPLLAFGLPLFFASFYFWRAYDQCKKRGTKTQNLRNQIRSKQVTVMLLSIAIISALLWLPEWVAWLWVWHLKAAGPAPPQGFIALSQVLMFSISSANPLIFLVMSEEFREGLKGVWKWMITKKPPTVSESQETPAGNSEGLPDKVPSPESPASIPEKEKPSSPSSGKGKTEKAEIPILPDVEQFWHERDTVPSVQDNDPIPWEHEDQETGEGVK
Active calls of the source: *.

The line under a structure holds: TEAD-YAP block | FBW7 activator | MITF primary | GPR151 activ
CC(C)(C)C(=O)Nc1ccc(C(=O)Nc2nc3ccccc3s2)cc1
    -54 | 0.0 | -6 | -0.2
NC(=O)NC(=O)COC(=O)c1cccs1
    -2 | -0.1 | -11 | 0.2
Cn1c(=O)cc(N2CCOCC2)n(Cc2ccc(F)cc2F)c1=O
    5 | -0.1 | -5 | -1.7
O=C(O)c1ccccc1NCc1c(Cl)cccc1Cl
    0 | -0.2 | -8 | 0.3
CC1(C)CC(=O)C2=C(C1)Nc1ccccc1NC2c1cc(O)ccc1O (configuration not stated)
    -8 | 0.0 | 7 | 0.4
O=C(C1c2ccccc2Oc2ccccc21)N1CCc2ccccc21
    4 | 0.0 | 9 | -0.2
O=C(CCCn1cc([N+](=O)[O-])cn1)NCc1ccco1
    6 | -0.1 | 12 | 0.6
Cc1ccc2c(c1C)C(C)(C)C1(C=Nc3c(ccc4ncccc34)O1)N2C (configuration not stated)
    3 | -0.3 | 57* | 1.5
CCOc1cc(C2C(C(=O)OC)=CN(C)C=C2C(=O)OC)cc(Br)c1O
    -15 | 0.1 | -1 | 0.0
Cc1ccc(CNC(=O)CSc2nc3ccsc3c(=O)n2-c2ccc(Br)cc2)cc1
    1 | 0.0 | 1 | 1.2
O=C(CCCC(=O)c1ccccc1)Nc1ccc(F)cc1F
    -18 | 1.1 | 16 | -0.9
COc1cc(NC(=O)c2cn(C)c(=O)c3ccccc23)cc(OC)c1OC
    1 | -0.1 | 4 | -0.4
O=C(CSc1nsc(SCC(=O)Nc2ccc(Cl)c(Cl)c2)n1)Nc1ccc(Cl)c(Cl)c1
    -10 | 0.4 | 59* | 0.7
Cc1cccc(CN2CCc3nnc(C(C)NC(=O)C4CCOCC4)n3CC2)c1 (configuration not stated)
    5 | 0.1 | 14 | 0.8
COc1ccc(-c2csc(/C(C#N)=C/Nc3cccc([N+](=O)[O-])c3)n2)cc1
    3 | 0.4 | 13 | 0.2
COc1ccccc1N1CCN(C(=O)Cc2cccs2)CC1
    1 | 0.0 | 8 | -0.8
Cc1nc(N2CCCCC2)c2c3c(sc2n1)CCC3
    -2 | 0.0 | -5 | 1.5
O=C(c1cncc(Br)c1)N1CCCc2ccccc21
    -5 | 0.0 | 3 | 1.4
CCC(=O)n1c2c(c3ccccc31)Nc1ccccc1N2
    -8 | 0.1 | 8 | 2.8
Cc1cc(C)c2nc(NC(=O)COC(=O)COc3ccc(C#N)cc3)sc2c1
    -23 | -0.1 | 12 | -1.3
N#Cc1c(-c2ccccc2)cc(-c2ccccc2)nc1Cl
    -23 | -0.1 | 7 | -2.2
CCOCc1c(C(=O)OCc2nnc(-c3ccc([N+](=O)[O-])cc3)o2)oc2ccccc12
    6 | -0.1 | 2 | 2.4
O=C(CN1CCOCC1)Nc1sc2c(c1C(=O)Nc1ccc(F)cc1)CCCC2
    3 | 1.0 | -6 | -0.8
CCOc1ccc(/C=C(/C#N)c2nc(-c3ccc(-c4ccccc4)cc3)cs2)c(OCC)c1
    -4 | 0.1 | 0 | -2.2
CC1=CC(C(F)(F)F)(C(F)(F)F)C(C#N)=C(N)N1c1ccc(S(=O)(=O)Nc2ncccn2)cc1
    2 | 0.4 | 3 | 2.2
C/C(=N/NC(=O)c1ccccc1)c1ccc(Br)cc1
    -54 | 0.2 | -28 | -0.8
CCCC(=O)Nc1c2c(nn1-c1ccc([N+](=O)[O-])cc1)CS(=O)(=O)C2
    9 | -0.2 | 4 | 2.3
CC(C)CC(NC(=O)CN(C)C)c1nnc2n1CCN(C(=O)CC1CCCCC1)CC2 (configuration not stated)
    -8 | -0.1 | -7 | -1.2
COCCCNC(=O)c1ccc2c(c1)NC(=O)C(CSCc1ccc(Cl)cc1)N2 (configuration not stated)
    0 | -0.1 | -4 | 0.7
CCOc1cc(/C=N/O)ccc1OC(=O)c1cccc([N+](=O)[O-])c1
    6 | -0.2 | -10 | -1.1
Nc1c(C(=O)c2ccc(Cl)cc2)sc2nc(-c3ccccc3)c3c(c12)CCCC3
    1 | 0.3 | 9 | 0.5
COc1cccc(/C=N/NC(=O)c2no[n+]([O-])c2C)c1
    -2 | -1.0 | 0 | -2.0
CC1CCN(Cc2nnnn2CC(=O)N2CCCCC2c2ccccn2)CC1 (configuration not stated)
    5 | 0.0 | 8 | 0.0
Cc1ccc(C(C)C)c(OCCn2cc(C(=S)N3CCCC3)c3ccccc32)c1
    1 | 0.0 | 7 | 1.2
COc1ccc2c(C)nc(N3CCC(N4CCCC(C(=O)CC(C)C)C4)CC3)nc2c1 (configuration not stated)
    3 | -0.2 | -8 | -1.3
CCN(C(=O)c1cn(CC)c(=O)c2cc(OC)c(OC)cc12)c1cccc(C)c1
    0 | 0.0 | 4 | 0.1
O=c1c2c(-c3ccccc3)csc2ncn1Cc1cccc([N+](=O)[O-])c1
    0 | -0.1 | 7 | -0.7
COc1cc(C=C2C(=O)c3ccccc3C2=O)cc(I)c1OC
    -10 | 0.0 | 8 | 0.4
COc1cc(Nc2cc(N3CCCC3CO)ncn2)cc(OC)c1OC (configuration not stated)
    -13 | -0.1 | -6 | -0.3
N#CC1=C(N)Oc2n[nH]c(-c3cccs3)c2C1c1cccc(O)c1 (configuration not stated)
    -9 | -0.2 | -6 | 2.8

The list continues.
SMILES,TEAD-YAP block,FBW7 activator,MITF primary,GPR151 activ
CCOC(=O)N1CCC(N2C(=O)c3ccccc3C2=O)CC1,4,0.0,-5,-0.6
COc1ccc(N2CCN(C(c3ccc(C)cc3)c3sc4nc(C)nn4c3O)CC2)cc1 (configuration not stated),4,0.0,-13,3.8
O=C(Nc1ccc(NC(=O)c2ccc(Br)cc2)c(Cl)c1)c1ccc(Br)cc1,0,-0.1,1,-1.5
COCCn1nnnc1CN1CCN(C2CCCC2)CC1,2,0.2,7,-0.9
COC(=O)c1c(NC(=O)c2cccc(Cl)c2)sc(C)c1C,6,0.3,9,-0.8
CC1(C)C(c2ccco2)=[N+]([O-])C2(CCCC/C2=N\Nc2cccc(Cl)c2)N1O (configuration not stated),-2,-0.3,6,1.0
NS(=O)(=O)c1ccc2c(c1)NC(=O)CO2,-12,-0.1,6,1.9
O=C(CCN1CCN(S(=O)(=O)c2ccc(Br)cc2)CC1)Nc1ccccc1F,-7,0.0,2,1.4
Cc1ccc(NC(=O)c2ccc(Nc3nc(-c4ccccc4)c4cc(C)ccc4n3)cc2)cc1,-3,0.0,4,0.7
Cc1ccc(NC(=O)CN2C(=O)N/C(=C/c3ccc(Br)s3)C2=O)cc1,1,0.0,-12,1.0
O=C(CN(CCO)S(=O)(=O)c1ccc(Br)cc1)Nc1ccc(F)cc1,-4,-0.1,-8,-2.9
COC(=O)c1ccc(CNCCC2CCC(=O)N2Cc2cc3ccccc3[nH]2)cc1 (configuration not stated),11,-0.1,1,-0.9
CCCN1CCC(N2CCN(c3ccccc3F)CC2)CC1,11,0.1,21,-0.1
O=C(CONC(=O)c1ccccc1)Nc1ccccc1C(=O)Nc1ccccc1,-1,-0.1,2,0.8
CCC(Sc1nc2ccccc2c2nc(CCc3c[nH]c4ccccc34)nn12)C(=O)Nc1ccc2c(c1)OCO2 (configuration not stated),-3,-0.1,1,-0.1
CCCCOc1ccccc1/C=N/Nc1nnc(C)c(=O)[nH]1,2,-0.1,12,-0.6
O=C(NC1CCSC1=O)c1ccccc1[N+](=O)[O-] (configuration not stated),-5,-0.1,1,0.4
Cc1ccc(OCC(=O)Nc2cc([N+](=O)[O-])ccc2C)c(C(C)(C)C)c1,9,0.2,-2,0.2
C/C(=N\OCC(=O)N/N=C/C1=C(c2ccccc2)C2C=CC1C2)c1ccccc1 (configuration not stated),6,0.5,9,-0.2
O=C(Cc1cccs1)NC1C(=O)N2C(C(=O)O)=C(C[n+]3ccccc3)CSC12 (configuration not stated),7,-0.2,9,-1.5
O=C(CN1C(=O)c2ccccc2S1(=O)=O)NCCSCc1c(F)cccc1Cl,7,0.6,9,-0.7
CC(=O)NCCNS(=O)(=O)c1cc([N+](=O)[O-])ccc1C,6,0.2,0,-0.8
c1ccc(N(c2ccccc2)c2nc(-n3cnc4ccccc43)nc(-n3cnc4ccccc43)n2)cc1,7,0.4,-10,-0.4
O=C(c1ccccc1)c1ccc(N2CCCC2)c(F)c1,-64,0.2,-9,0.7
CCCNC(=O)N1CCC(n2c(C)nc3cccnc32)CC1,-3,-0.1,-1,-0.8

Laid out differently: results already given.
CC1(C)C(c2ccco2)=[N+]([O-])C2(CCCC/C2=N\Nc2cccc(Cl)c2)N1O (configuration not stated)
  TEAD-YAP block: -2; FBW7 activator: -0.3; MITF primary: 6; GPR151 activ: 1.0
NS(=O)(=O)c1ccc2c(c1)NC(=O)CO2
  TEAD-YAP block: -12; FBW7 activator: -0.1; MITF primary: 6; GPR151 activ: 1.9
O=C(CCN1CCN(S(=O)(=O)c2ccc(Br)cc2)CC1)Nc1ccccc1F
  TEAD-YAP block: -7; FBW7 activator: 0.0; MITF primary: 2; GPR151 activ: 1.4

Compound profiles, from the list above.
Profile of CCCCOc1ccccc1/C=N/Nc1nnc(C)c(=O)[nH]1 → TEAD-YAP block = 2; FBW7 activator = -0.1; MITF primary = 12; GPR151 activ = -0.6
Profile of O=C(CN1C(=O)c2ccccc2S1(=O)=O)NCCSCc1c(F)cccc1Cl → TEAD-YAP block = 7; FBW7 activator = 0.6; MITF primary = 9; GPR151 activ = -0.7
Profile of CC(=O)NCCNS(=O)(=O)c1cc([N+](=O)[O-])ccc1C → TEAD-YAP block = 6; FBW7 activator = 0.2; MITF primary = 0; GPR151 activ = -0.8

Continuation:
SMILES,TEAD-YAP block,FBW7 activator,MITF primary,GPR151 activ
O=C1C(=O)N(CCCn2ccnc2)C(c2ccc(Cl)cc2)/C1=C(/O)c1ccc(F)cc1 (configuration not stated),-26,0.3,-18,-1.0
COc1ccc2[nH]c3c(c2c1)CCOC31CCN(C(=O)Nc2ccc(C)cc2)CC1,-64,-0.3,2,0.1
Nc1c(C(=O)c2ccc(C3CCCCC3)cc2)sc2nc(-c3ccccc3)cc(-c3ccccc3)c12,2,0.1,3,-1.0
O=C(NCC1OCCc2ccccc21)c1ccc([N+](=O)[O-])cc1 (configuration not stated),-13,0.0,-4,0.5
CCOCCc1c(O)nc(SCC(=O)NCc2ccco2)[nH]c1=O,-18,0.1,-2,-0.1
Cc1cccc(Oc2nc3ccccn3c(=O)c2/C=C(\C#N)C(N)=O)c1C,1,0.0,6,-8.3
Cc1n[nH]c(C)c1S(=O)(=O)N1CCCC(C(=O)c2ccc3ccccc3c2)C1 (configuration not stated),6,0.6,-2,3.0
COCC(=O)Nc1cc(OC)c(Cl)cc1OC,10,0.5,14,-0.6
Cc1ccc(CSc2ccc(-c3sc(C)nc3C)nn2)cc1,-7,0.0,1,-0.6
COC(=O)Cn1c(CCS(=O)(=O)c2ccc(OC)cc2)nc2ccccc21,-2,0.6,10,2.0
CC(C)C(=O)Nc1ccc(NC(=O)c2cccc(F)c2)cn1,-30,-0.1,7,0.3
COc1cc(/C=C/c2nc(O)c([N+](=O)[O-])c(=O)[nH]2)cc(Cl)c1OC,1,0.1,1,0.9
CCOC(=O)c1cc2c(=O)n3ccccc3nc2n(Cc2ccco2)c1=NC(C)=O,-2,0.0,3,-0.4
COc1ccc(N(C)C(=O)NCc2noc3ccc(C)cc23)c(OC)c1,12,0.1,7,0.3
C[n+]1ccc(C(=O)N/N=C/c2ccc(Cl)cc2Cl)cc1,-3,-0.1,0,-0.6
Cc1cc(/C=C2\C(=O)NC(=O)N(C)C2=O)c(C)n1-c1cccc(I)c1,-3,0.1,-6,0.3
CC(=O)Nc1cc2c(cc1[N+](=O)[O-])OCCOCCOCCOCCO2,-10,0.1,7,-0.6
O=C(O)c1cc([N+](=O)[O-])ccc1NCCN1C(=O)C2CC=CCC2C1=O (configuration not stated),3,-0.1,5,-0.4
CC(C)CCOc1ccc(CN=C(N)N=C(N)N)cc1Cl,0,0.0,-22,-0.2
C=CCNC(=O)c1ccc2c(c1)CC(c1nc3ccc(-c4ccnc(N)n4)cc3[nH]1)CO2 (configuration not stated),-5,-0.1,-3,0.6
CCOc1ccccc1CN1CCC(CO)(CCOc2ccccc2)CC1,3,-0.1,5,0.2
CCC(CC)C(=O)Nc1ccc(S(=O)(=O)NCCc2ccccc2)cc1,2,0.0,4,0.4
COc1cccc(NC(=O)CN2CCN(Cc3nc(-c4ccc(F)cc4)cs3)CC2)c1,33*,-0.1,15,4.1
c1cc(CN2CCOCC2)ccc1CN1CCOCC1,4,0.1,-3,1.3
NC(=O)CSc1nc2c(c(=O)n1CCc1ccccc1)C1(CCCCC1)Cc1ccccc1-2,-4,-0.2,-4,-1.1
CC1(C)Cc2ccccc2C(c2nc3n(c2O)C(C)(C)Cc2ccccc2-3)=N1,-2,-0.3,-9,-2.0
